# High-throughput results as filed in PubChem.
# NOD1 NF-kB reporter: inhibition of NOD1-driven NF-kB reporter – cell-based, luminescence, uHTS, primary screen (AID 1578); NOD1-driven NF-kB luciferase reporter cells, luminescence; higher % means a stronger effect; inhibition, % at 4 µM; hits with a dose series show EC50 in µM; hit rate 1% among 290,000; in the data active means inhibition mostly above about 36%, no sharp cut-off; inactive means mostly below about 34%;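 further: HEK-293T reporter cells stimulated with the NOD1 agonist gamma-tri-DAP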
# HEK293 NOD2/NF-kB: inhibition of NOD2-driven NF-kB reporter – cell-based, luminescence, uHTS, HEK293 (AID 1566) | HEK293 NOD2/NF-kB luciferase reporter, luminescence; higher % means a stronger effect | inhibition, % at 4 µM, or EC50 in µM where a hit was titrated | hit rate 0.63% among 290,000; in the data active means inhibition above about 50%; further: many of its hits are not listed in these tables
# Starred values were filed as active, the others as inactive.
SMILES	NOD1 NF-kB reporter	HEK293 NOD2/NF-kB
CCNC(=O)CC1C(=O)N(c2ccc(OC)cc2)C(=O)N1CCOC (centres undefined)	-6%	-6%
COc1cccc(C(=O)Nc2cccc3ccccc23)c1	-6%	-5%
COc1cc(/C=N/NC(=O)c2ccccn2)ccc1OC(=O)c1cccs1	-56%	-23%
COc1cc(OC)c(S(=O)(=O)Nc2ccc(C(=O)O)cc2)cc1S(=O)(=O)Nc1ccc(C(=O)O)cc1	2%	-3%
CCOC(=O)CCCNC(=O)CN1C(=O)NC(c2ccccc2)(c2ccccc2)C1=O	-31%	-15%
COc1ccccc1NC(=O)CCN1CCN(c2ccc(Cl)cc2)CC1	-10%	4%
O=[N+]([O-])c1ccccc1Nc1nc(-c2cccnc2)cs1	-20%	-15%
COc1ccccc1NC(=O)c1ccc(S(=O)(=O)N2CCCC(C)C2)cc1 (centres undefined)	-2%	2%
CCOc1ccc(CCNC(=O)c2cccc(NC3=NC4CS(=O)(=O)CC4S3)c2)cc1OCC (centres undefined)	-37%	-15%
CCCCN(C(=O)C1CCN(C(=O)c2ccccc2C)CC1)c1c(N)n(CCCC)c(=O)[nH]c1=O	-34%	-2%
COc1ccc(/C=N/Nc2ccc(C(=O)O)cc2)c(OC)c1OC	-3%	-22%
Cc1ccc(CNC(=O)CCc2cn(C)c3ccccc23)cc1	-4%	20%
COc1ccccc1N1CCN(C(=O)CCC(=O)N2CCN(c3ccc(F)cc3)CC2)CC1	-1%	4%
Cc1cc(S(=O)(=O)N2CCCCC2)ccc1OCC(=O)N1CCOCC1	-30%	1%
C=CCNC(=O)C1CC(=O)N(c2ccc(OCC(=O)Nc3c(C)cccc3C)cc2)C1 (centres undefined)	-22%	15%

# Brought forward from above: six entries, followed by the next part.
SMILES	NOD1 NF-kB reporter	HEK293 NOD2/NF-kB
CCCCN(C(=O)C1CCN(C(=O)c2ccccc2C)CC1)c1c(N)n(CCCC)c(=O)[nH]c1=O	-34%	-2%
COc1ccc(/C=N/Nc2ccc(C(=O)O)cc2)c(OC)c1OC	-3%	-22%
Cc1ccc(CNC(=O)CCc2cn(C)c3ccccc23)cc1	-4%	20%
COc1ccccc1N1CCN(C(=O)CCC(=O)N2CCN(c3ccc(F)cc3)CC2)CC1	-1%	4%
Cc1cc(S(=O)(=O)N2CCCCC2)ccc1OCC(=O)N1CCOCC1	-30%	1%
C=CCNC(=O)C1CC(=O)N(c2ccc(OCC(=O)Nc3c(C)cccc3C)cc2)C1 (centres undefined)	-22%	15%
Nc1nc2ncc(CNc3ccc(C(=O)N[C@@H](CCC(=O)O)C(=O)O)cc3)nc2c(=O)[nH]1	-23%	14%
O=S(=O)(NC(=NC1CCCCC1)c1ccccc1)c1ccc(F)cc1	7%	-22%
Cc1ccccc1NS(=O)(=O)c1ccc(C(=O)NN2CCCCC2)cc1	4%	-3%
COc1ccc(-c2nn(-c3ccccc3)cc2/C=C2/SC(=S)N(CCC(=O)O)C2=O)cc1	-12%	-16%
CC(=O)N1CCc2cc(S(=O)(=O)Nc3ccc(C)cc3)ccc21	0%	21%
COc1ccc(CCNC(=O)CCCn2nc(C)n3ccnc3c2=O)cc1OC	-25%	-1%
Cc1ccc(S(=O)(=O)N2CCN(C(=O)Cc3ccc(S(=O)(=O)N4CCOCC4)s3)CC2)cc1	-23%	12%
CC(C)(C)c1cc(NS(=O)(=O)c2ccc(Br)s2)no1	-27%	-19%
Cc1ccc(F)cc1NC(=O)CN1CCN(Cc2ccccc2)CC1	-1%	16%
CC(=O)Nc1cccc(NC(=O)COc2ccccc2C)c1	40%	-3%
Cc1ccccc1CS(=O)(=O)c1cn(CC(=O)N2CCOCC2)c2ccccc12	-10%	7%
Cc1ccc(-c2nnc(N3CCCCCC3)c3ccccc23)cc1	-10%	7%
CN(CC(=O)NC1CCN(Cc2ccccc2)CC1)S(=O)(=O)c1ccc(Br)s1	32%	5%
C=CCn1c(=O)c(C(=O)Nc2ccc(C)cc2)c(O)c2ccccc21	-14%	14%
O=C(C1CCN(c2nc(-c3ccccc3)nc3c2CCC3)CC1)N1CCCC1	-13%	35%

# Next entries:
SMILES	NOD1 NF-kB reporter	HEK293 NOD2/NF-kB
COc1ccc(NC(=S)NCc2ccccc2Cl)c(OC)c1	10%	16%
Cc1nn(-c2ccc(N3CCOCC3)nn2)c(C)c1CCC(=O)Nc1ccc(F)cc1	0%	-17%
Cc1ccc(C(=O)Nc2ccc(N3CCN(C)CC3)cc2)cc1C	-2%	-50%
O=C(c1ccccc1)c1cccc[n+]1[O-]	-33%	0%
Cn1cc(S(=O)(=O)N2CCCC2)cc1C(=O)N1CCN(c2cccc(Cl)c2)CC1	-7%	1%
CCc1c(C(=O)N/N=C/c2sccc2C)nnn1-c1nonc1N	-30%	-19%
Cn1ccnc1SCC(=O)Nc1ccc(Br)cc1C(F)(F)F	-56%	-11%
Cc1ccccc1NC(=O)CCOc1ccccc1	-2%	-31%
CC1(C)SC2c3ccccc3C(=O)N2[C@@H]1C(=O)NC1CC1 (some centres undefined)	-13%	0%
CCNC(=O)CC1C(=O)N(c2cccc(C)c2)C(=O)N1CCC(C)C (centres undefined)	-2%	-15%
O=C(NCC1CCCO1)c1cccc(Oc2ccccc2)c1 (centres undefined)	-23%	-24%
C[C@H](NS(=O)(=O)OCC(Cl)(Cl)Cl)C1CC1c1ccccc1 (some centres undefined)	9%	4%
CC1CN(S(=O)(=O)c2ccc(F)cc2)CN1C(=O)N1CCOCC1 (centres undefined)	3%	23%
COc1cc(CN2CCN(CC#Cc3ccccc3)CC2CCO)cc(OC)c1 (centres undefined)	-1%	-4%
Cn1c(=O)c2sccc2n2c(CCCC(=O)NCCc3ccc(S(N)(=O)=O)cc3)nnc12	-30%	-8%

# Continued.
SMILES	NOD1 NF-kB reporter	HEK293 NOD2/NF-kB
Cc1ccc(S(=O)(=O)CC(=O)Nc2nnc(C)s2)cc1	-26%	20%
CCCCn1c(N)c(N(CC(C)C)C(=O)c2ccc(Br)s2)c(=O)[nH]c1=O	-18%	7%
O=C(CSc1nc2ncccc2[nH]1)NCc1ccco1	-8%	-3%
COc1ccc(/C=C/c2c(-c3ccc(OC)cc3)sc3ccc(N4CCOCC4)cc23)cc1	-17%	17%
COc1ccc(CCNC(=O)c2ccc(OC)c(OC)c2)cc1OC	11%	20%
Cc1ccc(S(=O)(=O)N(Cc2ccccc2)c2ccccn2)cc1[N+](=O)[O-]	-14%	14%
CCCCc1cc(=O)oc2cc(C)cc(OCC(=O)N[C@@H](CSCc3ccccc3)C(=O)O)c12	-9%	14%
Cc1ccc(C(=O)OCC(=O)N2CCCC2)cc1	-5%	-8%
CC(NC(=O)COC(=O)c1cccs1)c1ccccc1 (centres undefined)	-29%	5%
O=C(O)CCCn1cc(NC(=O)COc2ccc(F)cc2F)cn1	-8%	11%
CC(C)n1cc(C(=O)NC2CC(C)(C)Cc3c2cnn3-c2ccccc2)cn1 (centres undefined)	-16%	14%
Cc1ccc(-c2cc(C(=O)N3CCOCC3)no2)cc1	12%	-50%
Cc1ccc(C)c(S(=O)(=O)N2CCCOC2CNC(=O)C(=O)NCc2ccccn2)c1 (centres undefined)	-26%	-3%
CCc1ccccc1NS(=O)(=O)Cc1ccccc1	-4%	6%
Cc1cc(Br)ccc1NC(=O)CN(C)Cc1cccs1	-28%	-9%

# Carrying on.
SMILES	NOD1 NF-kB reporter	HEK293 NOD2/NF-kB
O=[N+]([O-])c1ccccc1S(=O)(=O)c1ccccc1[N+](=O)[O-]	-9%	19%
CCN1C(=O)CSC1=Nc1ccc(C(=O)O)cc1	-12%	1%
COC(=O)C1CN(C(=O)COc2cc(C)cc(C)c2)c2ccccc2O1 (centres undefined)	-8%	9%
NS(=O)(=O)c1ccc(-c2ccc(/C=C3\SC(=O)NC3=O)o2)cc1	-16%	-7%
CCn1c(CC(=O)Nc2ccc(F)cc2)nnc1SCC(=O)NC1CCCC1	-14%	-16%
CC(C)c1ccc(OCC(=O)NC2CCCC2)cc1	-46%	-19%
Cc1cc(C)cc(NS(=O)(=O)c2c(C(=O)N3CCCCCC3)c(C)n(C)c2C)c1	-8%	-22%
Cc1ccc(N(C(=O)c2snc(C(N)=O)c2N)C(C(=O)NC2CCCC2)c2ccco2)cc1 (centres undefined)	21%	-21%
Cc1cc(C)cc(N2CC(C(=O)Nc3cc(C)on3)CC2=O)c1 (centres undefined)	-12%	3%
C=CCOc1cccc(C2/C(=C(\O)c3ccc4c(c3)OCCO4)C(=O)C(=O)N2CCN2CCOCC2)c1 (centres undefined)	4%	15%
O=C(C1CC(=O)N(c2ccccc2)C1)N1CCCCCC1 (centres undefined)	-24%	-16%
CC(C)CCNS(=O)(=O)c1cc2c3c(c1)CCN3C(=O)CC2	-3%	-13%
CC(C(=O)c1ccccc1)[n+]1cccc(Br)c1 (centres undefined)	-2%	15%
Cc1c(C(=O)NC2CCS(=O)(=O)C2)oc2ccccc12 (centres undefined)	-16%	0%
O=c1[nH]c2ccc(S(=O)(=O)N3CCCCC3)cc2s1	-10%	-2%

# 3 compounds out of the list above, arranged by their value in NOD1 NF-kB reporter, largest number first:
SMILES	NOD1 NF-kB reporter	HEK293 NOD2/NF-kB
CC(C)CCNS(=O)(=O)c1cc2c3c(c1)CCN3C(=O)CC2	-3%	-13%
Cc1cc(C)cc(NS(=O)(=O)c2c(C(=O)N3CCCCCC3)c(C)n(C)c2C)c1	-8%	-22%
NS(=O)(=O)c1ccc(-c2ccc(/C=C3\SC(=O)NC3=O)o2)cc1	-16%	-7%

# (continued)
SMILES	NOD1 NF-kB reporter	HEK293 NOD2/NF-kB
S=c1nc(Cc2ccccc2)[nH]c2ccccc12	-8%	-11%
COc1ccc(Br)cc1/C=N/Nc1ccccn1	-24%	4%
S=c1[nH]nc(COc2ccccc2)n1/N=C/c1cccc(Cl)c1Cl	-6%	12%
COc1ccccc1CCNC(=O)CCn1nc(C)c2c(C)n(-c3ccccc3)nc2c1=O	-9%	8%
CCOC(=O)c1c(C)n(-c2ccc(F)cc2)c2ccc(O)cc12	-3%	44%
C=CCNc1nnc(SCC(=O)Nc2ccccc2OC)c2ccccc12	10%	17%
Cc1cccc(CCN=C(N)NS(=O)(=O)c2ccccc2)c1	-5%	16%
CC(=N)C1=C(O)CC(c2ccccc2)CC1=O (centres undefined)	-65%	3%
CCc1noc(C)c1C(=O)NC1CCCc2c1cnn2-c1ccc(C(C)(C)C)cc1 (centres undefined)	9%	16%
CC(=O)Nc1ccc(S(=O)(=O)NNC(=O)c2cccc([N+](=O)[O-])c2)cc1	14%	-7%
COC1CCCN(C(=O)c2ccc3nc(Cc4cccc(Cl)c4)oc3c2)C1 (centres undefined)	-17%	9%
O=C(COc1ccc2ccccc2c1)Nc1cccnc1Cl	-64%	-19%
CCN(CC(=O)Nc1ccc(NC(C)=O)cc1)C(=O)c1ccc(=O)[nH]c1	-33%	15%
COc1ccc(S(=O)(=O)N2CCOC2CNC(=O)C(=O)NCCc2ccccc2OC)cc1C (centres undefined)	-15%	19%
COCCN1CCN(C(=O)c2cc(COc3ccc(F)cc3F)on2)CC1	-18%	0%
CCN(Cc1ccc2c(c1)OCO2)C(=O)/C=C/c1cccc(Br)c1	-19%	-36%
O=C(CSc1nnc(-c2ccccn2)o1)Nc1cccc(Cl)c1	-77%	-59%
Cc1ccc2c(c1)N(C(=O)CCC(=O)NCc1cccc(Br)c1)CC(C)O2 (centres undefined)	-23%	3%

# One compound at a time, from the list above. Screens in order: NOD1 NF-kB reporter, HEK293 NOD2/NF-kB
# CCc1noc(C)c1C(=O)NC1CCCc2c1cnn2-c1ccc(C(C)(C)C)cc1 (centres undefined) in the list: 9%, 16%
# COCCN1CCN(C(=O)c2cc(COc3ccc(F)cc3F)on2)CC1 in the list: -18%, 0%

# Only part of the results is shown; count on the stated rates, not on these rows.
